14-3-3 PPI: alters human 14-3-3 gamma binding to Raf peptide. 160,000 compounds, 0.19% hits. FP, 14-3-3gamma / TMR-pS259-Raf peptide binding. AID 422. inhibition, % at 40 µM. P61981; in the data active means inhibition above about 30%;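 further: 0% = protein plus tracer without compound and 100% = blank with tracer alone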
Target sequence (P61981 whole entry, looked up): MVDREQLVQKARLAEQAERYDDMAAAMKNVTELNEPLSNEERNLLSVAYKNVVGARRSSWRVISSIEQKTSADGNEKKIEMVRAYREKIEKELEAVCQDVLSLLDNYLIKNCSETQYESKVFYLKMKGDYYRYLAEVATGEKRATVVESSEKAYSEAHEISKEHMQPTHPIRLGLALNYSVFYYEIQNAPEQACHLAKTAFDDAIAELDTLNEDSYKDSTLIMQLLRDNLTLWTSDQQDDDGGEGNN
* hit, by the source's call; & = joins results of further samples. Some of the compounds tested; the hit share may differ from the screen's.

compound,14-3-3 PPI
CC1CCN(S(=O)(=O)c2ccc3ccccc3c2)CC1,-5.3
COc1ccc(N(CC(=O)NC2CCCCCC2)S(=O)(=O)c2c(C)nn(C)c2C)cc1,-3.5
c1cc2c(cc1C1CCCN1)OCCCO2 (stereo unspecified),-9.6
O=C(O)C1Sc2c(sc(=O)n2Cc2ccc(Cl)cc2)C2c3ccccc3OC(=O)C12 (stereo unspecified),-106.2
CC(=O)OCC12COC3c4ccccc4OC(C)(CC1C)C3C2C (stereo unspecified),4.5
Cc1ccc2nc(Cl)c(C#N)cc2c1,-31.1
CCCCN(CC)S(=O)(=O)c1cc(Br)cc2c1N(C(C)=O)CC2,-4.7
CC(C)CNC(=O)c1cc(-c2ccc3c(c2)OCO3)on1,-3.5
CCNC(=O)C1CC(=O)N(CCCc2ccccc2)C(=Nc2ccc(OC)cc2)S1 (stereo unspecified),-0.1
Cc1nc(Cl)c2cc(-c3ccccc3)sc2n1,-5.6
CN1CCc2c(cc(O)c(O)c2Cl)C(c2cccc(Cl)c2)C1 (stereo unspecified),-1.4
Cc1c(C)[n+](=O)c(-c2cccs2)c(C)n1[O-],-0.4&-4.6
O=S(=O)(Nc1ccc2c(c1)OCCO2)c1cnc[nH]1,2.4
COC(=O)C1(C(F)(F)F)N=C(C(F)(F)F)Nc2ccc(Cl)cc21 (stereo unspecified),2.5
COC(=O)C1=C(C)N(C)C(C)=C(C(=O)OC)C1c1ccccc1Br,-8.0

Next section
compound,14-3-3 PPI
CCOCCOC(=O)C1=C(C)NC2=C(C(=O)CCC2)C1c1ccc(OC(C)=O)cc1 (stereo unspecified),3.5
COc1ccc(S(=O)(=O)n2nc(OC(=O)c3cccs3)cc2N)cc1,1.2&-0.6
CCOCc1cnc(C)nc1NCC(=O)c1c(C)[nH]c2ccccc12,-1.6
CC1=C(C(=O)Nc2ccccc2)C(c2ccc(C(C)C)cc2)NC(=O)N1 (stereo unspecified),0.7
Cc1ccc(CNC(=O)C2CNc3cc(C)ccc3O2)cc1 (stereo unspecified),-4.2
Cc1cc2cc(CNS(=O)(=O)c3ccc(Cl)cc3)ccc2[nH]1,-1.9
Cc1ccc(CCn2c(C)c(C)c3ccccc32)cn1,-21.7
NS(=O)(=O)c1ccc(NC(=O)CSc2nnc(Cc3cccs3)n2-c2ccccc2)cc1,-7.8
Cc1ccc(-n2nc3c(c2NC(=O)Cc2ccccc2)CSC3)c(C)c1,-17.7
Cc1ccc(-c2coc3c(C)c4oc(=O)c5c(c4cc23)CCC5)cc1,-3.6
CN1CCN(CCCNC(=O)c2cn(C3CCCCC3)c(=O)c3c2c2ccccc2n3C)CC1,-7.1
COc1ccc(-c2n[nH]c3c2C(c2cccc(OC)c2)N(c2ccc(Br)cc2)C3=O)cc1 (stereo unspecified),5.2
CC(C)OC(=O)c1cc2ccccc2oc1=O,5.4&-11.2
CN(C(=O)COC(=O)c1ccccc1Nc1ccccc1)C1CCS(=O)(=O)C1 (stereo unspecified),2.5
COc1ccc(C(CC(=O)O)NC(C)=O)cc1C (stereo unspecified),1.6

Other records follow.
compound,14-3-3 PPI
Cc1ccc(-n2ncc3c(=O)[nH]c(SCC(=O)NCc4ccco4)nc32)cc1,-6.6
CC(=O)Nc1c(O)[nH]c2ccccc12,-3.1
COc1ccc(C(C)=O)cc1N1C(=O)C2C3C=CC(C3=C(c3ccccc3)c3ccccc3)C2C1=O (stereo unspecified),-23.2
O=C1c2cccc3cccc(c23)C(=O)N1CCCN(C(=O)c1cccc([N+](=O)[O-])c1)c1cccc(F)c1,-9.5
CCCCCC(O)c1cccc(OCc2ccc3ccccc3n2)c1 (stereo unspecified),-7.6
OCCN(Cc1ccccc1)CC1CC=CCC1 (stereo unspecified),-5.8
Cc1ccc(NC(=O)C2CCN(S(=O)(=O)c3cccnc3)CC2)cc1F,0.2
COC(=O)CSc1nnc(-c2cccs2)n1-c1ccc(OC)cc1,5.1
Cc1cc(C)nc(NS(=O)(=O)c2ccc(NC(=O)Cc3ccc(Cl)cc3)cc2)n1,4.7
COc1ccc(C2C(C(=O)NCC3CCCO3)c3ccccc3C(=O)N2C)cc1 (stereo unspecified),-4.3
O=C(O)c1ccc(N2N=C(c3ccccc3)CC2c2ccccc2)cc1 (stereo unspecified),-9.1
COc1ccc(OC)c(NC(=O)COc2ccc(C)c(C)c2)c1,-8.8
COc1ccc2oc(-c3ccccc3[N+](=O)[O-])cc(=O)c2c1,-4.8
COC(=O)C1CCN(C(=O)Cc2ccc(C)cc2)CC1,-3.0
CCOC(=O)CSc1nnc(-c2ccccc2NC(=O)c2ccccc2)o1,-6.5

(further entries)
compound,14-3-3 PPI
CC(=O)c1cc2c(cc1NC(=NS(=O)(=O)c1ccccc1)c1ccc(Cl)cc1)OCO2,-9.6
CCCC(=O)CN1C(=O)C2(OCCO2)c2ccccc21,0.0
CC(C)(C)c1ccc(S(=O)(=O)N2CCCC2C(=O)NC2=NCCS2)cc1 (stereo unspecified),-5.8
COc1ccccc1C(=O)NCCC(=O)N1CC(=O)Nc2ccccc21,-1.6
O=C(COc1c(F)c(F)c(C(F)(F)F)c(F)c1F)Nc1ccc(N2CCOCC2)c(Cl)c1,2.1
O=C(CSc1nnc(C2CC2)n1Cc1ccccc1)c1cc2ccccc2o1,-38.0
O=C(Nc1ccc(Br)c2cccnc12)c1ccc(Cn2cc(Cl)cn2)o1,-66.7
CC(CCOC(=O)CN1CCCCC1)CCc1ccccc1 (stereo unspecified),-6.7
Cc1cccc(CCN(Cc2cc3cccc(C)c3[nH]c2=O)C(=O)N2CCOCC2)c1,-2.3
Cn1c(=O)c2c(ncn2CC(N)=O)n(C)c1=O,0.5
CC1CC(C)CN(S(=O)(=O)c2ccc(C(=O)Nc3nc4ccc(F)cc4s3)cc2)C1 (stereo unspecified),1.8
CCc1ccc(NC(=O)c2ccc(N(C)Cc3ccccc3)c([N+](=O)[O-])c2)cc1,4.0
Cc1ccnc(NC(=O)c2ccc(C)c([N+](=O)[O-])c2)c1,-10.9
Cn1nnc(NC(=O)c2ccccc2F)n1,-6.1&-6.2
CC1(C)Cc2c(sc3nn[nH]c(=O)c23)CO1,-14.2

Next entries follow:
compound,14-3-3 PPI
CCS(=O)(=O)n1nc(-c2ccccc2)nc1SCc1ccccc1,-1.7
COc1ccc(-c2csc(NC(=O)COc3ccc(Cl)cc3)n2)cc1,-5.8
O=C(c1ccco1)N1CCN(c2ncnc3c2[nH]c2ccc(Br)cc23)CC1,6.6
COc1ccc(C(CNC(=O)Cn2[nH]c(=O)c3ccccc3c2=O)N2CCCC2)cc1 (stereo unspecified),-2.7
Cc1cc(NS(=O)(=O)c2ccc3c(c2)CCC(=O)N3)ccc1N1C(=O)c2ccc(Cl)cc2C1=O,-69.4
COc1ccc(NC2=Nc3cccc4cccc2c34)cc1OC,-23.4
Cc1ccc(CNC(=O)C2CCC(=O)N2Cc2ccc(C)cc2)cc1 (stereo unspecified),-5.6
CC1CCCCN1CCNC(=O)c1cc(=O)[nH]c2ccc(S(=O)(=O)N3CCCCC3)cc12 (stereo unspecified),-2.6
COc1ccc(-c2cc(C(=O)Nc3c(C)nn(Cc4ccc(Cl)cc4)c3C)no2)cc1OC,-26.4
CCC1CCCCN1S(=O)(=O)c1ccc2[nH]c(=O)cc(C(=O)NC3CCCCCC3)c2c1 (stereo unspecified),-3.6
CCSc1oc(-c2ccc(C)cc2)nc1S(=O)(=O)c1ccc(Br)cc1,-4.5
c1ccc(-c2nc3nc4ccccc4nc3n2Cc2ccco2)cc1,-7.6
O=[N+]([O-])c1ccc(CN2CCCN(S(=O)(=O)c3ccc(Br)s3)CC2)cc1,-10.5
N#Cc1cc2c(nc1SC1CCCCC1O)CCCC2 (stereo unspecified),2.7
CCN(CC)S(=O)(=O)c1ccc(NC(=O)COC(=O)c2ccc(Br)o2)cc1,-4.0

The listing continues:
compound,14-3-3 PPI
COC(=O)C1=C(C)N(C)C(C)=C(C(=O)OC)C1c1cccc(Oc2ccccc2)c1,11.1
CCOC(=O)c1c(N)sc(C(O)(C(F)(F)F)C(F)(F)F)c1-c1ccc(OC)cc1OC,-3.3
CCN(CC)S(=O)(=O)c1ccc(C(=O)NCc2n[nH]c(=S)n2Cc2ccccc2)cc1,-2.1
CCOc1ccccc1-c1nnc(SCC(=O)NC2CC3CCC2C3)n1CC (stereo unspecified),9.8
COc1ccc(CC(=O)Nc2ccc(S(=O)(=O)N3CCC(C)CC3)cc2)cc1,-57.3
CCOc1cccc(OCCCn2c(-c3ccc(Cl)cc3)nc3ccccc3c2=O)c1,-10.2
Cc1cc2oc(=O)cc(C)c2c(=O)o1,-4.6
N#Cc1c(NC(=O)CCN2C(=O)c3ccccc3C2=O)sc2c1CCCCC2,-25.6
CN(C)CCOc1nc(-c2ccccc2)nc2c1oc1ccccc12,2.3&-1.8
CN(C)CCCNC(=O)c1ccc(CN(c2ccccc2)S(C)(=O)=O)cc1,-2.4
O=C1CCC(=O)N1c1ccc(CSc2nc3ccccc3[nH]2)cc1,-3.8
CC(=O)N1CCc2cc(S(=O)(=O)NC(C(=O)NC3CCCc4ccccc43)C(C)C)ccc21 (stereo unspecified),-7.0&-8.1
FC(F)C(F)(F)C1=CC(c2cccs2)=NCCN1,-12.2
CCOc1ccc(C(=O)Cc2ccccc2)cc1,-11.3
O=C(CC1CCCCC1)N1CCN(c2ccccn2)CC1,-3.5

The list continues:
compound,14-3-3 PPI
O=C(CSc1ccccn1)N1CCN(c2ccccc2)CC1,-4.5
CC(C(=O)N1c2ccccc2C(C)(c2ccccc2)CC1(C)C)N1C(=O)c2ccccc2C1=O (stereo unspecified),-5.3
Cc1ccccc1C(=O)Nc1c2c(nn1-c1ccccc1C)CSC2,-7.1
O=C(Cn1cnc2ccccc21)OCC(=O)N1CCc2ccccc2C1,-9.3
CCOC(=O)c1ccc2nc(C)cc(Nc3ccc(C)c(Cl)c3)c2c1,-54.9
CCOC(=O)c1sc(N2C(=O)C(O)=C(C(=O)c3ccco3)C2c2cccs2)nc1C (stereo unspecified),-69.0
C=CCN1C(=O)C2C(C(=O)NC3CCCCC3)C3C=CC2(O3)C1C(=O)NC1CCCC1 (stereo unspecified),0.4
CC1=C(C(=O)OC(C)C)C(c2ccc([N+](=O)[O-])cc2)c2c(nc(SCc3ccccc3F)[nH]c2=O)N1 (stereo unspecified),-1.3
CCOC(=O)C1=C(C(=O)OCC)SC(=C2C(=S)C(C)(C)N(C(=O)C(C)C)c3c(C)cc(C)cc32)S1,-9.5
Cc1ccc2cc(C(c3nnnn3C(C)(C)C)N3CCCCCC3)c(=O)[nH]c2c1 (stereo unspecified),4.4
CC(C)OCCCNC(=O)CCc1nc(-c2ccccc2)no1,-9.5
Cc1cccc(C)c1NC(=O)C1(N(C(=O)Cn2cccc([N+](=O)[O-])c2=O)c2cccc(N(C)C)c2)CCCCC1,-27.2
CCOC(=O)c1sc2nc(C)n(C)c(=O)c2c1C,10.0
Cc1cccc(Nc2nc3c(s2)CCC3)c1,-9.4
Cc1cc(C)n(-c2cccc(Cl)c2)c(=O)c1C#N,3.6

The list goes on:
compound,14-3-3 PPI
C=CCNC(=O)c1ccc2c(c1)N(CC)C(=O)c1ccccc1S2,-2.5
CC1CCc2c(nc3ccc4ccccc4c3c2-c2cccc(O)c2)C1 (stereo unspecified),-3.7
CC(=O)Nc1nc(-c2ccccc2)nc(-c2ccccc2OC(C)=O)n1,-4.8
CN(C)c1ccc(C2N(c3ccc(F)cc3)C(=O)C3CCCN32)cc1 (stereo unspecified),-13.2
O=C(CSc1nc2c(sc3ccccc32)c(=O)n1CCc1c[nH]c2ccccc12)Nc1ccc(F)cc1,0.0
COC(=O)c1[nH]c2ccccc2c1NC(=O)CNC1CCCCC1,-0.8
CC(=O)Oc1cccc(C(=O)Nc2cc(-c3nc4ccccc4[nH]3)ccc2C)c1,-2.6
CC(C)c1ccc(C2SCC(=O)N2CCCN2CCN(C)CC2)cc1 (stereo unspecified),-5.0
COc1ccc(-n2nc(C(=O)Nc3ccc4c(c3)OCO4)c3ccccc3c2=O)c(OC)c1,-5.9
CCCS(=O)(=O)N1N=C(c2ccc(NS(C)(=O)=O)cc2)CC1c1ccccc1F (stereo unspecified),70.7*
O=C1C2CC=CCC2C(=O)N1c1ccc(N2CCN(c3ccccc3F)CC2)c([N+](=O)[O-])c1 (stereo unspecified),2.8
Cc1cc(NC(=O)c2ccco2)ccc1NC(=O)c1ccccc1,-27.8
CCOC(=O)c1c(NC(=O)C2C3CCC(C3)C2C(=O)O)sc(C)c1-c1ccc(Cl)cc1 (stereo unspecified),-4.4
C/C(=N\O)C(=O)C(CN1CCCCC1)CN1CCCCC1,-0.1
Cc1ccc(-c2nnn(CC(=O)N3CCCCC3)n2)c(-n2cnnn2)c1,-9.6
Cc1cc(-c2csc(Nc3ccc(S(N)(=O)=O)cc3)n2)ccc1F,-6.0
O=C(c1cnn2cccnc12)N1CCN(Cc2ccc3c(c2)OCO3)CC1,3.6

Three records drawn at random from the list so far:
compound,14-3-3 PPI
CC(=O)Oc1cccc(C(=O)Nc2cc(-c3nc4ccccc4[nH]3)ccc2C)c1,-2.6
CCOC(=O)c1c(NC(=O)C2C3CCC(C3)C2C(=O)O)sc(C)c1-c1ccc(Cl)cc1 (stereo unspecified),-4.4
COC(=O)c1[nH]c2ccccc2c1NC(=O)CNC1CCCCC1,-0.8

Compounds above that have a CF3 group (3):
compound,14-3-3 PPI
COC(=O)C1(C(F)(F)F)N=C(C(F)(F)F)Nc2ccc(Cl)cc21 (stereo unspecified),2.5
O=C(COc1c(F)c(F)c(C(F)(F)F)c(F)c1F)Nc1ccc(N2CCOCC2)c(Cl)c1,2.1
CCOC(=O)c1c(N)sc(C(O)(C(F)(F)F)C(F)(F)F)c1-c1ccc(OC)cc1OC,-3.3
